# Compound activity deposited in PubChem BioAssay by The Scripps Research Institute Molecular Screening Center.
# TbREL1 inh = TbREL1 RNA ligase inhibitors, primary screen, biochemical, FRET fluorescence. 89,000 tested, 0.49% active. inhibition, % at 9.66 µM. RNA-editing ligase 1, mitochondrial (Trypanosoma brucei brucei), P86926. TbREL1 RNA ligation;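 active means inhibition above the mean inhibition across all screened compounds plus 3 SD, cut at about 11% in these data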;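 further: 0% = plate median of test wells and 100% = NSC42067 control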
# Target sequence (P86926 whole entry, looked up): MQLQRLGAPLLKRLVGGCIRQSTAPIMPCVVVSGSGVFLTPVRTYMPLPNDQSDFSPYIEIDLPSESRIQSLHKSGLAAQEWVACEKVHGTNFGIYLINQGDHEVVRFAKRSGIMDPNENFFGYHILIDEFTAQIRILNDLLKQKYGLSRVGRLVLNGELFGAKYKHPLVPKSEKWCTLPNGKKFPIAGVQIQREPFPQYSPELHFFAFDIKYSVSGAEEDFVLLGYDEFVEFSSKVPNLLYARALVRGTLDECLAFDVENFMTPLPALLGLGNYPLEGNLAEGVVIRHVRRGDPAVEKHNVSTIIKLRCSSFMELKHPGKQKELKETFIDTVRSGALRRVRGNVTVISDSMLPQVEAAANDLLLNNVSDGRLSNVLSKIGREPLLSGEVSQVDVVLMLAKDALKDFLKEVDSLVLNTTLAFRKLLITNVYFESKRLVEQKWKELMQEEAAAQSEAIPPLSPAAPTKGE
# The depositor's hits bear a star. The list is partial (hit frequency here may not be typical).
SMILES,TbREL1 inh
O=C(O)c1cc(S(=O)(=O)N2CCOCC2)c(Sc2ccccn2)cc1Sc1ccccn1,1.0
CCCCCCCCS(=O)CCC(=O)O (stereo not drawn),-0.4
CCOc1ccc(CCN2C(=O)C(=O)N([C@@H](Cc3ccccc3)CN3CCC[C@@H]3CN3C(=O)C(=O)NC[C@@H]3Cc3ccc(O)cc3)C[C@@H]2Cc2ccccc2)cc1,3.6
NS(=O)(=O)c1ccc(CCNC(=O)NC2CCCCC2)cc1,4.3
Cc1ccc(C(=O)Nc2ccccc2NC(=O)c2ccc(C)o2)o1,-0.1
CSc1ccc(/C=C(/NC(=O)c2ccco2)C(=O)N2CCCCCC2)cc1,-1.6
O=C(CCCCC(=O)OCC1COCO1)OCC1COCO1 (stereo not drawn),5.1
CCc1cc(=O)oc2cc(C)c(CN3CCCCC3)c(O)c12,4.2
COc1ccc(C2OCCNC3C2C(=O)N(Cc2ccc(OC)cc2OC)C3Cc2ccccc2)cc1 (stereo not drawn),1.2
N#Cc1ccccc1NC1=CC(=O)CCC1,-4.5
Nc1ccnc(Oc2ccc(F)cc2)c1,0.6
CN(C)c1ccc(C(=O)OCC(=O)Nc2ccc(N3CCOCC3)cc2)cc1,-2.0
COc1ccc(C(=O)N2CCCC(O)C2)cc1OC1CCN(C(C)C)CC1 (stereo not drawn),5.4
CCCN(C(=O)c1nc2nc(C)cc(C)n2n1)c1c(N)n(Cc2ccccc2)c(=O)[nH]c1=O,5.1
CC1CCN(c2oc(-c3ccccc3Cl)nc2C#N)CC1,-2.3
O=C(CN1CC(c2ccccc2)CC1=O)OCc1cccc(Br)c1 (stereo not drawn),0.8
O=C(O)c1c[nH]c2c(C(F)(F)F)cccc2c1=O,1.6
O=C(N/N=C/c1ccc([N+](=O)[O-])o1)c1ccc(NS(=O)(=O)c2cccs2)cc1,2.9
COC(=O)c1c(-c2ccc(OC)cc2)oc2ccccc12,5.1
C=CCn1c(SCC(=O)NCC2CCCO2)nc2scc(-c3ccc(OC)cc3)c2c1=O (stereo not drawn),0.5
Cc1[nH]nc2nc(SCC(=O)NCCC3=CCCCC3)n(-c3ccc(Br)cc3)c(=N)c12,-2.9
CCOC(=O)C1CCN(C(=O)c2cccc(S(=O)(=O)NCc3ccccc3)c2)CC1,-2.4
COc1ccc(-n2c(C)cc(C(=O)Cn3nnc4ccccc4c3=O)c2C)cc1,-6.0
Cc1csc(CNc2ncnc3ccc(-c4ccc5c(c4)OCCO5)cc23)c1,4.5
Cn1c(N)c(C(=O)c2ccc(Cl)c(S(=O)(=O)N3CCCCCC3)c2)c(=O)n(C)c1=O,-0.5
CCCC(=O)Nc1nc(C)c(-c2csc(Nc3ccc(Cl)cc3)n2)s1,-1.6
O=C(c1cncc(Br)c1)N1CCCc2ccccc21,-1.5
CCOCCc1c(O)nc(SCC(=O)NCc2ccco2)[nH]c1=O,2.4
CC(=O)Oc1cccc(C(=O)Nc2c[nH]c(=O)[nH]c2=O)c1,2.6
CCOc1ccc(C(C)=O)cc1CSC(=N)N,-0.7
Cc1ccc(C)c(NC(=O)Cn2nnc(-c3ccc(N4CCOCC4)cc3)n2)c1,5.9
CC(NC(=O)CSc1nc2sc3c(c2c(=O)n1-c1ccccc1)CCCC3)c1ccccc1 (stereo not drawn),1.6
N#CCC(=O)N/N=C/c1c2ccccc2cc2ccccc12,2.1
N#CCC1c2ccccc2CCN1C(=O)Nc1ccc(C(F)(F)F)cc1 (stereo not drawn),-0.6
CCCCN(C(=O)c1ccc2ccccc2c1)c1c(N)n(CCCC)c(=O)[nH]c1=O,2.7
COc1ccc([C@H]2CC(=O)C=C(c3cccc(OC(F)(F)F)c3)C2)cc1,0.5
CC(=O)c1ccc(NC(=O)CSc2nc(=O)n3cccc(C)c3n2)cc1,1.5
COc1ccc(N2CCN(c3ccc(Cl)nn3)CC2)cc1,-1.6
COc1ccc2[nH]c(C)c(CCNC(=S)Nc3cccc(C)c3C)c2c1,-8.5
CCCCNC(=O)CCCCCn1c(=O)[nH]c2cc(OC)c(OC)cc2c1=O,0.0
O=C(N/N=C/c1ccc(N2CCOCC2)o1)c1cccc(F)c1,1.9
Cc1ccc2c(c1)-c1c(cnn1CC(=O)NCCc1cccc(F)c1)CO2,0.9
Cc1cc(C(=O)Cn2cncn2)c(C)n1CCc1ccc(F)cc1,-3.8
COc1ccc(CCNC(=O)CCCn2c(SCC(N)=O)nc3cc4c(cc3c2=O)OCO4)cc1OC,-1.3
Cc1c(Cl)c([N+](=O)[O-])nn1CCCC(=O)Nc1cccc(O)c1,2.7
COc1ccc(N2CCN(C(=O)C3CCC(Cn4c(=S)[nH]c5ccccc5c4=O)CC3)CC2)cc1 (stereo not drawn),-4.9
Cc1ccc(Nc2nc(N)c([N+](=O)[O-])c(NCCO)n2)cc1C,0.8
N#CCCNS(=O)(=O)c1ccc(C(=O)OCCCOC(=O)c2ccc(S(=O)(=O)NCCC#N)cc2)cc1,-4.2
CC(=O)c1sc(-c2ccccc2)nc1C,-1.5
CC(=N)c1c(O)cc(C)oc1=O,-0.4

# The list continues:
SMILES,TbREL1 inh
COC(=O)c1cc(OC)c(OC)cc1NC(=O)CSc1nnc(-c2cccnc2)n1C,1.9
CN1C2CCC1CC(OC(c1ccccc1)c1ccccc1)C2 (stereo not drawn),1.9
C[C@@H]1CC2=C(C(=O)OC(C)(C)O2)[C@@H](C2CC2)O1,-1.4
COc1ccc(C2Nc3ccccc3C(=O)N2Cc2ccccc2)cc1CSc1ccccn1 (stereo not drawn),-4.0
CC(=O)c1c(C)[nH]c(C(=O)OCc2nnc(-c3ccc([N+](=O)[O-])cc3)o2)c1C,-1.6
CC1CN(C(=O)c2cc(COc3c(F)cccc3F)on2)CCN1C (stereo not drawn),-1.6
Cc1c(C(=O)N(C)Cc2cccc(F)c2)oc2c(Cl)cccc12,3.9
Nc1cc(-c2cccc(Br)c2)nn1Cc1ccccc1,-1.8
O=C(Nc1ccc(N2CCN(C(=O)c3ccco3)CC2)cc1)c1ccco1,-1.4
COc1ccc(/C=N/NC(=O)c2nn(-c3ccc(C)c(C)c3)c(=O)c3ccccc23)cc1,2.9
C/C(=N\NC(=O)c1ccccc1Cl)c1ccccn1,3.7
CCOC(=O)c1cc(CC)sc1NC(=O)c1ccc([N+](=O)[O-])c(N2CCOCC2)c1,8.0
Cc1ccc2nc(N3C(=O)C(O)=C(C(=O)c4ccco4)C3c3ccc(O)cc3)sc2c1 (stereo not drawn),0.9
Cc1ccc(Oc2ncnc(N)c2[N+](=O)[O-])cc1C,-3.3
Cc1oc2c(cc(NS(=O)(=O)c3cccs3)c3ccccc32)c1C(=O)OC(C)C,-2.2
O=C(c1ccco1)N1CCN=C1SCc1ccccc1Cl,0.2
Nc1cc(C(=O)OCC(=O)NCCNC(=O)COC(=O)c2ccc(Cl)c(N)c2)ccc1Cl,0.8
Cc1ccc(C)c(C(=O)COC(=O)CCN2C(=O)C3C4CCC(C4)C3C2=O)c1 (stereo not drawn),8.2
N#Cc1ccccc1S(=O)(=O)N1CCN(CC(=O)NCC2(N3CCOCC3)CCCCC2)CC1,-1.8
Cc1ccc(S(=O)(=O)N2CCN(C(=O)c3ccccc3)CC2)cc1,0.4

# 3 records drawn at random from those above, as already listed:
SMILES,TbREL1 inh
CC1CN(C(=O)c2cc(COc3c(F)cccc3F)on2)CCN1C (stereo not drawn),-1.6
CC(=O)c1sc(-c2ccccc2)nc1C,-1.5
C=CCn1c(SCC(=O)NCC2CCCO2)nc2scc(-c3ccc(OC)cc3)c2c1=O (stereo not drawn),0.5

# (further entries)
SMILES,TbREL1 inh
O=C(NNc1cccc(Cl)n1)c1ccc(Cl)cc1Cl,0.1
Cc1ccc2nc(-c3ccc(NC(=O)CSc4nnc(-c5cc(C)[nH]n5)n4N)cc3)sc2c1,7.2
CN(CCc1ccccc1)C(=O)c1ccc2c(c1)ncn2C1CCCCC1,6.6
Cc1ccc(NC(=O)COc2nc(C)cs2)cc1,3.2
CCOC(=O)c1ccc(NS(=O)(=O)c2cc(C)ccc2OC)cc1,3.1
COCCCNCCC(CCC(C)C)c1ccc2c(c1)OCO2 (stereo not drawn),9.8
CCNc1nc(N)nc(Oc2ccc(OCCOc3ccccc3)nn2)n1,2.8
CCn1cc(CN(C)C(=O)/C=C/c2ccc([N+](=O)[O-])cc2)c(C)n1,1.1
O=C(N/N=C/c1cc(Br)cs1)c1ccccc1[N+](=O)[O-],1.0
NC(=O)/C(=C/c1ccc2c(c1)OCO2)NC(=O)c1ccco1,-1.4
CCCC(C(=O)NC1CCCC1)N(Cc1ccc(F)cc1)C(=O)c1snc(C(N)=O)c1N (stereo not drawn),0.1
COc1cc(-c2noc(C)c2C(=O)NCCCn2ccnc2)cc(OC)c1OC,0.2
COc1cccc(CNC(=O)c2cnc(-c3ccccn3)nc2C(F)(F)F)c1,-1.1
O=C(CCCCn1c(=O)[nH]c2ccccc2c1=O)NC1CCN(Cc2ccccc2)CC1,5.0
CCN(Cc1ccccc1)S(=O)(=O)c1c(C)[nH]c(C)c1C(=O)N1CCCC1,5.9
CC(C)OCCCNC(=O)CN1CCN(Cc2ccccc2Cl)C1=O,0.2
O=C(Nc1nc(-c2ccccc2)c(C(=O)c2ccccc2)s1)c1ccc(S(=O)(=O)N2CCCC2)cc1,3.3
Nn1c(SCC(=O)Nc2ccccc2-c2ccccc2)nnc1-c1cc(-c2ccc(Cl)cc2)n[nH]1,4.4
COc1ccc(S(=O)(=O)N2CCOCC2)cc1NC(=O)C1CCCN1C(=O)c1cccs1 (stereo not drawn),-1.9
COc1cccc(CN(C)C(=O)CNC(=O)c2cccs2)c1OC,1.4
COC(=O)C1=C(C)N(CCCC(=O)O)C(=O)NC1c1ccc2c(c1)OCO2 (stereo not drawn),1.7
CC(NC(=O)CNC(=O)C(Cc1ccccc1)NC(=O)OCc1ccccc1)C(N)=O (stereo not drawn),-3.3
CCN1C[C@@H]2[C@@H]3C(=O)N(Cc4ccccc4)C(=O)[C@@H]3[C@](Cc3ccccc3)(C1=O)N2C(=O)c1ccc(C)cc1,-1.8
Cc1ccc(OCc2ccc(C(=O)Nc3ccc(S(N)(=O)=O)cc3)o2)cc1,-0.9
Cc1ccccc1-c1nnc2n1N=C(c1ccc(O)c(O)c1)CS2,2.6
CC1CCN(c2ccc(C(=O)NCc3cccs3)cn2)CC1,-2.2
Cc1ccc(C(=O)CSc2ncnc3sc4c(c23)CCC(C)C4)cc1 (stereo not drawn),0.7
Cc1ccc(-n2c(=O)[nH]cc(C(=O)Nc3ccc4c(c3)OCCO4)c2=O)cc1C,0.3
O=C(COC(=O)c1ccc(C(F)(F)F)cc1)NC(=O)NC1CCCC1,3.4
CCOCCc1nnc(NC(=O)C(C)Oc2ccccc2)s1 (stereo not drawn),-2.4
O=C(COc1ccc(C(=O)NCCN2CCOCC2)cc1)Nc1cccc(C(F)(F)F)c1,-1.8
Brc1ccc(-c2csc3ncnc(-n4nnc5ccccc54)c23)cc1,1.8
Cc1ccccc1S(=O)(=O)Cc1ccc(C(=O)NCCCN2CCC(C)CC2)o1,1.9
CCOc1ccc(-c2nc(-c3ccccc3)no2)cc1OCC,-1.5
Cn1c(SCC(=O)N2CCCCC2)nc2c([nH]c3ccccc32)c1=O,0.6
Cc1ccc(S(=O)(=O)N2CCN(C(=O)CC(C)C)CC2)cc1,-1.5
CC(C)(C)/C(O)=C(/C#N)c1nc2ccccc2[nH]1,-3.7
Cc1nc2c(Br)cc(Br)cc2cc1O,2.7
Nn1c(C2COc3ccccc3O2)n[nH]c1=S (stereo not drawn),1.6
CCOc1ccc(NC(=O)c2ccc(NS(=O)(=O)c3cccs3)cc2)cc1,6.5
CCCOc1ccc(/C=N/Nc2cccc([N+](=O)[O-])c2)c(O)c1,7.2
Cc1ccc(-c2csc3ncn(CC(=O)NCC(c4ccco4)N4CCCC4)c(=O)c23)cc1 (stereo not drawn),-6.0
CCC(C(=O)NC1CCCC1)N(C(=O)Cn1nnc(-c2ccc(C)o2)n1)c1ccc(F)cc1 (stereo not drawn),2.4
CCOC(=O)c1sc(NC(=O)c2cccc(S(=O)(=O)N3CCN(C)CC3)c2)cc1C,-4.2
Cc1cccc(S(=O)(=O)Nc2ccc(-n3c(C)nc4ccccc4c3=O)cc2)c1,-1.8
CC(=O)Cc1nsc(NC(=O)c2ccc(COc3ccccc3C)o2)n1,-1.9
COC(=O)C1=C(C)N(Cc2ccc(Br)cc2)C(=S)NC1c1ccc(OC)cc1 (stereo not drawn),-4.0
Cc1cccc(-n2nnc(C(=O)NCc3ccccc3Cl)c2N)c1,-1.4
COc1ccc(NC(=O)CCN2C(=O)C3C4CCC(C4)C3C2=O)cc1 (stereo not drawn),0.2
COC(=O)Cn1c(O)c(N=NC(=O)c2ccc3c(c2)OCO3)c2ccccc21,1.1

# (cont.)
SMILES,TbREL1 inh
COC(=O)c1ccc(CNC(=O)C(Cc2ccccc2)NC(=O)c2ccccc2)cc1 (stereo not drawn),-1.5
CCOC(=O)Cn1c(=O)oc2cc(S(=O)(=O)Nc3ccc(F)cc3)ccc21,-2.1
CCc1ccccc1C1C(=O)c2ccccc2C1=O,3.4
Cc1ccccc1NC(=O)C1C(=O)Nc2ccccc2C(=O)N1Cc1ccccc1 (stereo not drawn),1.2
Cc1ccccc1NC(=O)Cc1nnc(SCC(=O)N2CCN(c3ccccc3)CC2)n1C,-5.7
CC(C)c1ccc(O)c(NC(=O)c2ncn[nH]2)c1,0.6
COCc1c(N)c(C)nc(Cl)c1C#N,11.8*
COc1cc(C(=O)OCCc2cc3ccccc3c(=O)o2)cc(OC)c1OC,-2.6
CCOC(=O)c1nnn(-c2nonc2N)c1CSc1ccccn1,0.4
